KDM5B inh: inhibitors of human KDM5B histone demethylase. Q9UGL1. KDM5B demethylase, FDH-coupled NADH fluorescence (FDH is formaldehyde dehydrogenase). Potency, µM (top dose mostly 57.7 µM), for inactives: at the highest dose activity change, negative = inhibition, usual class: inhibitors. 2.6% of 220,000 active. AID 1347165; active = well fitted inhibition curve with a large enough effect; inconclusive = small, poorly fitted or top-dose-only effect; inactive = no such curve, though single readings can be large or run the other way; note: 0% is about no effect; nearly all actives have a fitted effect of over 70% in size
Target sequence (Q9UGL1 whole entry, looked up): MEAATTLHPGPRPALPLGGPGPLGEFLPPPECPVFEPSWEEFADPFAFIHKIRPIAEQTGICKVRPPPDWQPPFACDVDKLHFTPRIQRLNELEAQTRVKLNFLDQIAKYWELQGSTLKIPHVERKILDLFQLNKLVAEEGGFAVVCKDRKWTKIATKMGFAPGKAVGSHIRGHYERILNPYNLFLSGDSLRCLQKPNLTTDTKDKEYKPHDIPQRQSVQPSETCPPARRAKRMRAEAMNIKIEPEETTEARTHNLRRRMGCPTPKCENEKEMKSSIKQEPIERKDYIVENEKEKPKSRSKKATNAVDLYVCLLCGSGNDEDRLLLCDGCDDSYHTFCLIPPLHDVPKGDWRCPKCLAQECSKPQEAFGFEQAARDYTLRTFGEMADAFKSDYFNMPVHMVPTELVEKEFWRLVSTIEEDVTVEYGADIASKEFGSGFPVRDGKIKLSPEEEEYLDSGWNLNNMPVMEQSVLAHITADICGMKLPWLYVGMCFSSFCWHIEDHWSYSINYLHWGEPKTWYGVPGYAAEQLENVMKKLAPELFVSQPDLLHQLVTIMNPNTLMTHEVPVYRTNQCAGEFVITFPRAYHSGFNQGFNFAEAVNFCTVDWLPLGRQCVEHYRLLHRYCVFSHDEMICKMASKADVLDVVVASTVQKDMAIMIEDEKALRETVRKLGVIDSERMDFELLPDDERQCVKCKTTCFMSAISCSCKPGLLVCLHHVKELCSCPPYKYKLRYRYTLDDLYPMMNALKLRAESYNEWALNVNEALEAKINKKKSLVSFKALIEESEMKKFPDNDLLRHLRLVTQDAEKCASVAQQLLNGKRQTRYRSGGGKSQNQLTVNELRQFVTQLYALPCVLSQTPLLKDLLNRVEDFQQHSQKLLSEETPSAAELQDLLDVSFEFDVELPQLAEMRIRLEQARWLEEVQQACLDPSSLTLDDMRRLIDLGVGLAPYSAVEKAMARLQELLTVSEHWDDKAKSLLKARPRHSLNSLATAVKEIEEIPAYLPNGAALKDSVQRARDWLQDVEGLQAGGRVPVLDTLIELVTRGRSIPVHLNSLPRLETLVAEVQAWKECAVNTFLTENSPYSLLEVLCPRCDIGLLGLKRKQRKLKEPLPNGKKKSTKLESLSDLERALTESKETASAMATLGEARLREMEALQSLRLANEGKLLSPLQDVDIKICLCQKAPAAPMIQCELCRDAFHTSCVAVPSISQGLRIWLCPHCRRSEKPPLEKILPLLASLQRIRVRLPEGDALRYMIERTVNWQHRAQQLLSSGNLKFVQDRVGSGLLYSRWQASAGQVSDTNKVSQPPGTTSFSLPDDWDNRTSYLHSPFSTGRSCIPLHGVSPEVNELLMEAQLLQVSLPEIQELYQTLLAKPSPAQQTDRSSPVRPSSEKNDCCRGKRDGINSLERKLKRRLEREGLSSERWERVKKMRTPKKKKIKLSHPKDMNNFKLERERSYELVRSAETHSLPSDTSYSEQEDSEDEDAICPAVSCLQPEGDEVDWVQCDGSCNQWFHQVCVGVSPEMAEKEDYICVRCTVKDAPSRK
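Coupled FDH/NAD⁺ fluorescence readout. KDM5BΔAP 200 nM final; compound titration, 10 min RT preincubation; substrate mix 12.5 µM H3K4me3, 25 µM 2-OG, 50 µM Fe(II), 100 µM ascorbate, 0.25 mM NAD⁺, 0.25 U/mL FDH; ΔRFU over 30 min.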
The depositor's hits bear a star; ? = inconclusive; [ ] = remark or other dose. Potency is the fitted concentration of half-maximal effect.

KDM5B inh	SMILES
28µM*	O=C(NCCc1csc(-c2ccncc2)n1)C1CNCCO1 (stereo not given)
?	CC(=O)c1ccc(OCCCC(=O)Nc2ccc3c(C)cc(=O)oc3c2)cc1
-13%	Cc1ccc(OCCC2CCNC2)cc1 (stereo not given)
9%	CCOc1ccccc1NC(=O)CSc1nc2c(=O)[nH]cnc2n1-c1ccc(C)cc1
2%	CCCc1cc(=O)oc2cc(OCC(=O)NCc3ccccn3)ccc12
19%	O=C(CC1C=CCC1)NC1CCCc2ccccc21 (stereo not given)
?	CN1c2cc(C(=O)Nc3cccc(C#N)c3)ccc2C(=O)N2CCCCCC21 (stereo not given)
?	CCCNS(=O)(=O)c1cccc(C(=O)Nc2ccc(N3CCCCC3)c3ccncc23)c1
-7%	O=C(NC1CCCC1)N1CCC2(CC1)CC(N(Cc1ccc(F)cc1)C1CC1)CCO2 (stereo not given)
-11%	CC(C)(O)CCc1cccc(C(=O)NCc2ccccc2Cn2cccn2)c1
3%	CCCCN1C(=O)C(CC(=O)Nc2ccc(F)c(F)c2)n2c1nc1ccccc12 (stereo not given)
-22%	Cc1ccc(NC(=O)C2CC(=O)N(c3ccc(OC(C)C)cc3)C2)cc1 (stereo not given)
22µM*	Cn1cc([C@@H](NC(=O)c2ccccc2N2CCCC2)C2CC(O)C2)cn1 (stereo not given in full)
7%	O=C(NCC1CCOCC1)C1c2ccccc2C(=O)N(C2CCCCC2)C12CCCCC2 (stereo not given)
-42%	O=C1CCCc2cc(S(=O)(=O)NCC3CCC(C(=O)NCc4ccc(F)cc4)CC3)ccc2N1 (stereo not given)
3%	CN(C)S(=O)(=O)n1cc(/C=C(\NC(=O)c2ccccc2Cl)C(=O)NCCCn2ccnc2)c2ccccc21
23%	CCOc1ccc(N2CC(c3nc4ccc(C)cc4[nH]3)CC2=O)cc1 (stereo not given)
-2%	COc1cc2c(cc1OC)C(COc1cc(C)cc(C)c1)N(C(=O)c1ccc(S(=O)(=O)N3CCCC3)cc1)CC2 (stereo not given)
-24%	COc1ccc2cc(CN(C)C(=O)C3CCN(S(=O)(=O)c4ccccc4F)CC3)ccc2c1
-28%	COC[C@@H]1CN(Cc2ccc(OC)cc2OC)C[C@H]1C(=O)NC1CC1
-20%	Cc1ccc(NC(=O)C2CCN(S(=O)(=O)c3cccc4nsnc34)CC2)cc1F
16%	COc1ccc(NC(=O)c2nnn3c2COC(c2ccc(F)cc2)C3)cc1Cl (stereo not given)
-22%	Cc1cc(C)cc(OC(C)C(=O)Nc2nonc2-c2ccc(Br)cc2)c1 (stereo not given)
-13%[86.2 µM]	OC1(c2csc(CN3CCOCC3)n2)CCN(Cc2ccc(F)cc2)CC1
-6%	COc1cccc2c1O/C(=N\O)C(C(=O)Nc1cccc(C)c1C)C2 (stereo not given)
4%	CCOC(=O)c1c(C)[nH]c(C(=O)C(C)Nc2ccccc2OC)c1C (stereo not given)
-1%	CCCCCCCn1c(SCC(=O)O)nc2c1c(=O)[nH]c(=O)n2C
?	O=S(=O)(NCc1ccc(F)cc1)c1ccc(-c2cnc(C3CC3)o2)cc1
?	Cn1c(CC2Sc3ccccc3NC2=O)nnc1SCC(=O)c1ccc(Cl)cc1 (stereo not given)
2%	CC(C)c1ccc(N2C(=O)/C(=C/N(C)C)SC2=S)cc1

Continuation.
KDM5B inh	SMILES
-14%	CC(C)c1nnc(C2CN(C(=O)c3cccs3)CC23CCOCC3)o1 (stereo not given)
-13%	CCOc1ccc(CCNC(=O)CCN2N=C(c3ccc(OC)cc3)CCC2=O)cc1OCC
-31%	CCOc1ccc(CCNc2ncnc3onc(-c4ccc(Cl)cc4)c23)cc1
-3%	Cc1ccc(S(=O)(=O)NCCc2cn3ccsc3n2)c(C)c1
12%	Cc1ncc(-c2ccc(C)c(S(=O)(=O)Nc3ccc(Cl)cc3F)c2)o1
?	CCCc1nc2oc3c(NCCCN(C)C)ncnc3c2c2c1CCCC2
?	Cc1ccc2nc3sc(C(=O)NCCCN(C)c4ccccc4)cc3cc2c1
?	Cc1cc(C)cc(OCCSc2nc3ccc(NC(=O)c4cccs4)cc3s2)c1
-4%	Cc1ccc(-c2cc(NC(=O)C(C)Oc3ccccc3Cl)on2)cc1 (stereo not given)
-17%	CS(=O)(=O)N1CCOc2ccc(CCC(=O)NCC3CCCO3)cc2C1 (stereo not given)
1%[115 µM]	CCc1nc2c(c(-c3ccc(OC)cc3)n1)CCN(Cc1cccnc1)CC2
?	O=C(CSc1ccc2nnc(CCNS(=O)(=O)c3ccccc3)n2n1)Nc1ccccc1C(F)(F)F
?	COc1ccc(-c2cc3nc(C)c(CCC(=O)NCc4ccccc4Cl)c(C)n3n2)c(OC)c1
?	O=S(=O)(Nc1ccc2nc(-c3ccc(F)cc3)oc2c1)c1ccccc1
-3%	Clc1cccc(N2CCN(C3CCCN(CCCc4ccccc4)C3)CC2)c1 (stereo not given)
6%	O=C(NCCc1noc(-c2ccncc2)n1)c1n[nH]c2c1CCCCCC2
14%	Cc1ccc(C)c(-n2nnnc2Sc2nnnn2-c2ccccc2)c1
?	COC(=O)c1c(NC(=O)/C=C/c2ccc(OC)cc2)sc2c1CCC2
18%[115 µM]	CC(=O)NC1CC2(CCN(C(=O)Cc3c(C)noc3C)CC2)Oc2ccccc21 (stereo not given)
?	NC(=O)c1nsc(C(=O)N(c2ccccc2F)C(C(=O)NCc2ccccc2)c2ccc(O)cc2)c1N (stereo not given)
-6%	COc1ccc(NC(=O)Nc2nnc(N3CCCC(C)C3)s2)cc1 (stereo not given)
16%	COCC(=O)NC1CCC12CCN(C(=O)C1(c3ccccc3)CC1)CC2 (stereo not given)
-29%	O=C(CSc1ccc(-c2cccs2)nn1)Nc1ccccc1C(F)(F)F
-4%	COc1ccc(N2CCN(c3nc(C(=O)NCc4ccc(F)cc4F)cs3)CC2)cc1
0%	O=C(CSCCOc1ccccc1)NCc1ccncc1
27%	COc1cccc(C(=O)N2CCC(N(C(C)=O)C3CCOCC3)CC2)c1
0%	O=C(NCCc1ccc(Cl)cc1)c1nnc(Cc2ccc(F)cc2)o1
6%	COc1cccc(CCC(=O)Nc2ccc3c(c2)CCC(=O)N3C)c1
0%	CC(=O)Nc1cccc(NC(=O)c2cc(C(C)C)nc3ccccc23)c1
-25%	Cc1ccc2c(CSc3nnnn3-c3ccccc3)cc(=O)oc2c1

Next structures follow:
KDM5B inh	SMILES
34%[activator]	CCCCN(C(=O)CSc1nnc(-c2ccco2)o1)c1c(N)n(Cc2ccccc2)c(=O)[nH]c1=O
-10%	Cc1ccc(C)c(Cn2c(CN3CCN(Cc4ccccc4)CC3)nc3c2c(=O)[nH]c(=O)n3C)c1
7%	CCOc1ccc(NC(=O)C2CCCN(c3cnn(C)c(=O)c3)C2)cc1 (stereo not given)
-8%	CC(C)n1c(C2CCCN(C(=O)c3ccco3)C2)nn(C)c1=O (stereo not given)
20%	CC(=O)c1ccc(NC(=O)N[C@H]2CO[C@H]3[C@@H]2OC[C@@H]3n2nnnc2Oc2cccc(N(C)C)c2)cc1
?	N#C/C(=C\c1c(Oc2ccc(Cl)cc2)nc2ccccn2c1=O)C(=O)NC1CCS(=O)(=O)C1 (stereo not given)
2%	CCCN(CC1CCOC1)S(=O)(=O)c1cccc(Br)c1 (stereo not given)
-59%	O=S(=O)(c1ccc2nc(Nc3ccc(F)cc3)ccc2c1)N1CCCC1
-21%	C[C@H](O)[C@@H]1CN2CCc3ccc(N4CCOCC4)cc3[C@@H]2C[C@@H]1N(C)C(=O)c1ccco1
?	Cc1ccc(-c2c(C(=O)O)c3ccccc3[nH]c2=O)cc1
6%	COc1ccc(N/C=C2\C(=O)CCc3c2oc2cc(Cl)c(O)c(Cl)c32)cc1
?	O=C(c1ccc(Cl)cc1)N1CCC(N2CCOC2=O)CC1
-14%	c1ccc(-c2cc(-c3nnc(-c4ccccc4)c(-c4ccccc4)n3)[nH]n2)cc1
?	COc1ccc(N2CCN(C(=O)CCc3ccnc(N4CCOCC4)c3)CC2)cc1
13%[115 µM]	C[S+](=O)([O-])N1Cc2ccccc2CC2(CCCN2Cc2ccccc2)C1 (stereo not given)
6%	O=C1NC2CCCCC2=C1CC(=O)N1CCCCC1 (stereo not given)
?	COc1ccc(-c2cc3nc(C)c(CCC(=O)N4CCN(c5ccc(F)cc5)CC4)c(C)n3n2)c(OC)c1
-32%	COc1ccc(C(=O)N2CCc3ccc(C(=O)NCc4ccc(C)o4)cc32)cc1
-29%	COc1ccc(C(CC(=O)N2CCC(Cc3ccccc3)CC2)c2c[nH]c3ccccc23)cc1OC (stereo not given)
27%	O=C(O)CCSC(=S)N1CCOCC1
-21%	Cc1ccc(CNC(=O)CCSCc2cnn(-c3ccccc3)c2-n2cccc2)cc1
-4%	CCCn1c(=O)c2sccc2n2c(CCCC(=O)Nc3ccccc3OCC)nnc12
-4%	Cc1ccc(-c2cnc(CCC(=O)Nc3ccc(OC(F)F)cc3)o2)cc1
-24%	Cc1noc(C)c1S(=O)(=O)NCCc1csc2nc(-c3ccc(F)cc3)nn12
?	COc1ccc(N2CCN(C(=O)c3nn(C)c4c3CSc3ccccc3-4)CC2)cc1
-23%	Cc1ccc(S(=O)(=O)c2cn(CC(=O)Nc3ccc4c(c3)OCO4)c3ccc(F)cc3c2=O)cc1
9%	O=C(CC1N=C2c3ccccc3N=C(SCC(=O)Nc3ccccc3F)N2C1=O)NCc1cccs1 (stereo not given)
-10%	Cc1cc(F)ccc1NC(=O)c1csc2c1CCC(C)C2 (stereo not given)
?	FC(F)(F)c1cccc(N2CCN(Cc3nnc(-c4ccccc4)o3)CC2)c1
19%	Cc1c(-c2ccccc2)oc2c(C(=O)OCC(=O)N3CCNC3=O)cccc2c1=O

Ordered by SMILES length (ascending): part of the list above
KDM5B inh	SMILES
27%	O=C(O)CCSC(=S)N1CCOCC1
6%	O=C1NC2CCCCC2=C1CC(=O)N1CCCCC1 (stereo not given)
-10%	Cc1cc(F)ccc1NC(=O)c1csc2c1CCC(C)C2 (stereo not given)
2%	CCCN(CC1CCOC1)S(=O)(=O)c1cccc(Br)c1 (stereo not given)
?	O=C(c1ccc(Cl)cc1)N1CCC(N2CCOC2=O)CC1
?	Cc1ccc(-c2c(C(=O)O)c3ccccc3[nH]c2=O)cc1
-8%	CC(C)n1c(C2CCCN(C(=O)c3ccco3)C2)nn(C)c1=O (stereo not given)
-59%	O=S(=O)(c1ccc2nc(Nc3ccc(F)cc3)ccc2c1)N1CCCC1
-4%	Cc1ccc(-c2cnc(CCC(=O)Nc3ccc(OC(F)F)cc3)o2)cc1
?	FC(F)(F)c1cccc(N2CCN(Cc3nnc(-c4ccccc4)o3)CC2)c1
-21%	Cc1ccc(CNC(=O)CCSCc2cnn(-c3ccccc3)c2-n2cccc2)cc1
?	COc1ccc(N2CCN(C(=O)c3nn(C)c4c3CSc3ccccc3-4)CC2)cc1
6%	COc1ccc(N/C=C2\C(=O)CCc3c2oc2cc(Cl)c(O)c(Cl)c32)cc1
-14%	c1ccc(-c2cc(-c3nnc(-c4ccccc4)c(-c4ccccc4)n3)[nH]n2)cc1
9%	O=C(CC1N=C2c3ccccc3N=C(SCC(=O)Nc3ccccc3F)N2C1=O)NCc1cccs1 (stereo not given)
-10%	Cc1ccc(C)c(Cn2c(CN3CCN(Cc4ccccc4)CC3)nc3c2c(=O)[nH]c(=O)n3C)c1
-23%	Cc1ccc(S(=O)(=O)c2cn(CC(=O)Nc3ccc4c(c3)OCO4)c3ccc(F)cc3c2=O)cc1
?	COc1ccc(-c2cc3nc(C)c(CCC(=O)N4CCN(c5ccc(F)cc5)CC4)c(C)n3n2)c(OC)c1
-21%	C[C@H](O)[C@@H]1CN2CCc3ccc(N4CCOCC4)cc3[C@@H]2C[C@@H]1N(C)C(=O)c1ccco1
20%	CC(=O)c1ccc(NC(=O)N[C@H]2CO[C@H]3[C@@H]2OC[C@@H]3n2nnnc2Oc2cccc(N(C)C)c2)cc1

The list continues.
KDM5B inh	SMILES
25%	Cc1ccc(C(C)NC(=O)c2cccs2)cc1C (stereo not given)
16%[86.2 µM]	CN1C[C@H](NC2CCC2)CCC[C@@H](C(=O)NC2CC2)CC1=O
?	CNc1ncc(CN(C)c2cc(C3CC(N)C3)nc(COC)n2)cn1 (stereo not given)
-13%	Cc1cc(Cl)ccc1NC(=O)CS(=O)(=O)c1cccc2nsnc12
?	Cc1oc(-c2nc(C#N)c(NCc3cccnc3)o2)cc1S(=O)(=O)N1CCCC1
15%	Cc1cnn(CC(=O)N2C[C@@H](COc3ccccc3)[C@H](C(N)=O)C2)c1
14%	CC(C)(C)NC(=O)c1ccc(NC(=O)C2(C)CC2(Cl)Cl)cc1 (stereo not given)
30%	O=C(c1ccoc1)N1CC[C@@H]2[C@@H](CCC(=O)N2CCc2cnc[nH]2)C1
16%	COC(=O)c1c(C)[nH]c(C(=O)C(C)Cl)c1C (stereo not given)
-18%	Cc1ccc(S(=O)(=O)N(C)Cc2nc(-c3ccccc3)oc2C)cc1
20%	Cc1ccc(S(=O)(=O)N2CCN(CCS(=O)(=O)CCC(N)=O)CC2)cc1C
2%[115 µM]	Cc1ccc(C(=O)N2CCCC3(C2)C(=NC2CCCC2)NC(=O)N3c2cc(F)cc(F)c2)cc1 (stereo not given)
21%[86.2 µM]	CCCNC(=O)[C@@H]1Cc2cn(Cc3ccncc3)c3cccc(c23)[C@H](CC(C)C)N1
3%	Fc1c(F)c(C(F)(F)F)c(F)c(F)c1N/N=C/c1ccc(Br)cc1
16%	Cc1ccc(NC(=O)CN(C)C(=O)C(C)N2CCCC(C(F)(F)F)C2)cc1 (stereo not given)
-1%	COc1ccc(OC)c(-c2csc(-c3c(N)c(C(=O)c4ccccc4)n4ccccc34)n2)c1
-17%	COc1cccc(CNC(=O)C2c3ccccc3CC(=O)N2C(C)C)c1 (stereo not given)
-27%	CCN(CC)C(=O)c1sc2c(c1C)c(=O)n(-c1ccccc1)c(=O)n2CC(=O)Nc1ccc(C)cc1C
22%	N=C(N)c1ncccn1

Screening data deposited in PubChem by National Center for Advancing Translational Sciences (NCATS).

A portion of the library; rates above refer to the full screens.
